TNAP activation fold = stimulation of alkaline phosphatase TNAP activity – biochemical, luminescent, no phosphate acceptor, uHTS, primary screen (AID 1001); hit rate 0.03% among 200,000; purified TNAP, luminescent activation assay, no phosphate acceptor; higher activation fold means a stronger effect; activation fold at 20 µM; hits with a dose series show EC50 in µM; in the data active = activation fold from about 3, or a potency from the dose series; inactive = the rest, 99 in 100 with activation fold below about 1.6; note: many of its hits are not listed in these tables
T cell modulator = T cell immune modulators affecting CD8 T cell-vesicle binding; AID 2052; 2C CD8+ T cell-vesicle binding, flow cytometry; active compounds read low; calls only at 7 µM; hit rate 0.068% among 330,000;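 active = response, share of CD8 T cells binding vesicles, and their 90th percentile fluorescence all below set limits, cut at about 80% in these data, passing the limit was not always enough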
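System: murine 2C transgenic CD8+ T lymphocytes; also added: QL9-loaded Drosophila micro-vesicles; times: binding 1.5 h at 37 °C; measured by: flow cytometry, PE anti-B7-1 (FL2) versus Alexa647 anti-CD8 (FL8), PFA-fixed; control set: Peptide-free naked vesicles (low) and QL9 vesicles with 0.7% DMSO vehicle (high)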
Ins promoter up = MIN6 insulin promoter up-regulation | hit rate 0.3% among 190,000 | MIN6 insulin promoter-GFP reporter, high-content imaging; active compounds read high | AID 1625 | z-score at 5 µM;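 active = z-score above 3 at 5 µM with at least 500 cells counted in the well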
human PMI inhibition = MPI enzyme activity inhibition – biochemical, fluorescence intensity, coupled assay, primary screen (AID 1209) | hit rate 0.42% among 190,000 | inhibition, % at 20 µM; hits with a dose series show IC50 in µM | purified PMI enzyme, coupled fluorescence intensity; higher % means a stronger effect;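 note: plate controls were DMSO vehicle for no effect and wells lacking substrate for full effect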
Lipid droplet = modulators of hepatic lipid droplet formation | hit rate 0.4% among 240,000 | AML12 mouse hepatocytes, oleate lipid droplets, BODIPY imaging | inhibition, % at 6.5 µM;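 active = lipid droplet intensity inhibited by at least 50%, with more than 500 cells counted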
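Test system: AML12 mouse liver cells; schedule: overnight exposure; technique: high-content imaging of BODIPY-stained droplets and DAPI nuclei; read-out: % inhibition of corrected integrated BODIPY droplet signal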
b-catenin transl = beta-catenin nuclear translocation modulation. AID 1665. hit rate 0.3% among 190,000. nuclear translocation activity, % at 5 µM. HeLa beta-catenin nuclear translocation, immunofluorescence imaging;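 active = nuclear translocation activity above 50% at 5 µM, with a well cell count of 50 or more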;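 note: per-cell ratio of nuclear to cytoplasmic median beta-catenin stain intensity; plate controls were DMSO negative control for no effect and GSK-3 inhibitor IX positive control for full effect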
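Test system: human HeLa cell line; Doses: 5 µM primary, 0.02–20 µM confirmation; Incubation: 24 h compound exposure, 37°C; Detection: beta-catenin immunofluorescence imaging with DAPI; Read-out: beta-catenin nuclear/cytoplasmic ratio, % activation.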
MT stabilize HCS = microtubule stabilization, imaging screen; HeLa tubulin immunostaining HCS, 24 h; share of cells brighter than vehicle mean+2SD; % tubulin-high responders, % at 10 µM; hit rate 0.83% among 200,000; AID 2205;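 active = plate Z-score above 3 for both tubulin-high and condensed-nucleus cell shares, with cell loss under 80%, at 10 µM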;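 note: anti alpha tubulin signal scored within the nucleus-defined area of each cell; some results filed as inactive read as strong as hits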
Autophagy mod = autophagy modulation, high-content screen; MEF GFP-LC3 puncta imaging; test concentration mostly 10 µM; calls only at 10 µM (by protocol); hit rate 0.98% among 190,000; AID 463193;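 active = percentage of spot-positive cells more than 3 SD above its plate mean, without a fluorescence outlier flag or 80% toxicity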;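 note: spot-positive cell cutoff set from DMSO-treated cells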
human PMI inhibitors = human PMI inhibitors, high substrate, primary screen, biochemical, fluorescence intensity, high mannose 6-phosphate (AID 1220) | recombinant PMI enzyme, coupled fluorescence intensity; higher % means a stronger effect | hit rate 0.66% among 190,000 | inhibition, % at 20 µM, or IC50 in µM where a hit was titrated
Ins promoter up cell count = recorded beside Ins promoter up, whose call it bears; cell count; measured here: cytotoxicity, nuclei count;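 total cells summed across four imaged fields per well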
Lipid droplet cells 6.5 µM = further read-out of Lipid droplet, marked with its call; cell count; measured here: cell count, cytotoxicity flag;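 cells counted across two imaged fields per well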
b-catenin transl cell count 5 µM = recorded beside b-catenin transl, whose call it bears; cell count; measured here: cell count, cytotoxicity flag
T cell modulator vesicle-bound % = recorded beside T cell modulator, whose call it bears; double positive events, %; measured here: CD8+ vesicle-bound cell fraction;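 binding gate set so that unloaded-vesicle control wells show 10% double positive cells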
MT stabilize HCS Hoechst-high % = recorded beside MT stabilize HCS, whose call it bears; % Hoechst-high responders; measured here: nuclear condensation Hoechst responders;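 share of cells brighter than vehicle mean plus two SD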
MT stabilize HCS cytotoxicity % = second read-out of MT stabilize HCS, no call of its own (marks repeat the call); toxicity, %; measured here: cytotoxicity by cell density;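 0% = mean cell density of plate MIN control wells and 100% = no cells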
Autophagy mod cell loss 18 h = second read-out of Autophagy mod, no call of its own (marks repeat the call); toxicity, %; measured here: cell loss, nuclei count;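 cell loss after 18 h compound exposure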
* hit, by the source's call; i = inactive; · = not tested or not shown. Cut-off read from the data, not from the text of the source, unless noted: active = inhibition above about 50%; inactive = the rest. Not a hit list; 2.9% or so of the library scored in one or more.

Below each compound – TNAP activation fold, T cell modulator, T cell modulator vesicle-bound %, Ins promoter up, Ins promoter up cell count, human PMI inhibition, Lipid droplet, Lipid droplet cells 6.5 µM, b-catenin transl, b-catenin transl cell count 5 µM, MT stabilize HCS, MT stabilize HCS Hoechst-high %, MT stabilize HCS cytotoxicity %, Autophagy mod, Autophagy mod cell loss 18 h, human PMI inhibitors
1) COc1ccc(NC2=C(Cl)C(=O)N(c3ccccc3)C2=O)c(OC)c1
→ 1.1, i, 64, -1.6, 1622, 15%, -7, 676, -1.0, 1082, 1.1, 2.0, 2.5, i, 3, 21%
2) O=c1oc(-c2cccs2)nc2ccccc12
→ 1, i, 5, -0.12, 1126, 4%, -2, 797, -0.6, 1139, 1.4, 0.9, 6.7, i, -27, -4%
3) O=C(c1ccc(NC(=S)Nc2ccc(F)cc2F)cc1)N1CCOCC1
→ 1, i, 10, 0.71, 1428, 16%, -13, 657, -1.0, 994, 0.6, 1.9, 4.8, i, 32, 12%
4) S=C(NC1CCCC1)NC1CCCC1
→ 1, i, 59, 0.12, 1575, 2%, -18, 668, -4.3, 1028, 2.0, 1.7, 8.4, i, 25, -3%
5) CCOC(=O)CCc1c(C)c2ccc(OCc3cc([N+](=O)[O-])ccc3OC)c(C)c2oc1=O
→ 1.1, i, 37, 0.01, 1296, 7%, 26, 697, 8.2, 443, 2.9, 1.8, 8.6, i, 36, 5%
6) COC(=O)CN(c1ccc(C)cc1)S(=O)(=O)c1c(C)[nH]c(=O)[nH]c1=O
→ 1.1, i, 4, 0.04, 912, 8%, ·, ·, ·, ·, 1.5, 1.5, 8.9, i, 7, 5%
7) O=S(=O)(/C=C/c1ccccc1)N1CCN(c2nc(-c3cccnc3)nc3ccccc23)CC1
→ 1.1, i, 41, -1.1, 1525, 15%, -6, 641, -2.2, 994, 1.7, 1.4, 7.2, i, 25, 3%
8) Cc1nc(/C=C\C(=O)O)c2cc(C)oc2n1
→ 1, i, 48, -0.06, 1276, -14%, 0, 708, -0.3, 1121, 5.0, 2.6, 8.5, i, 12, -1%
9) CCN(CC)CCn1c(SCC(=O)NCc2ccco2)nc2c(sc3ccccc32)c1=O
→ 1.1, i, 59, 0.27, 820, 11%, ·, ·, ·, ·, 4.5, 0.9, 6.5, i, -2, 4%
10) c1ccc(Nc2nc(N3CCCCC3)nc(N3CCNCC3)n2)cc1
→ 1, i, 38, -0.82, 890, 6%, ·, ·, -1.4, 801, 4.8, 2.3, 2.9, i, 16, 6%
11) Cc1ccc(S(=O)(=O)/N=C(/c2ccccc2)N2CCOCC2)c(C)c1
→ 1.2, i, 37, 0.27, 1555, -10%, 0, 648, -6.5, 1102, 6.7, 1.8, 5.8, i, 9, -9%
12) COc1ccccc1N(C)S(=O)(=O)c1ccc(C(=O)N2CCC(C(N)=O)CC2)cc1
→ 1, i, 44, 0.14, 923, 5%, 3, 767, -1.6, 1123, 2.4, 2.2, 10, i, 25, 0%
13) O=C(NCCSc1ccc(Cl)cc1)c1ccco1
→ 1, i, 54, 0.4, 830, 12%, -2, 814, ·, ·, 0.9, 2.0, 12, i, 1, 5%
14) CCCN(CC1CC1)C(=O)CSc1ncnc2sccc12
→ 1, i, 26, -0.19, 1293, -8%, 3, 672, -3.6, 1098, 2.8, 3.0, 6.8, i, 0, -8%
15) COc1cc2ncnc(NCc3ccc(C)o3)c2cc1OC
→ 1.1, i, 18, -1.6, 1374, 17%, 20, 685, -0.7, 1505, 3.6, 1.7, 10, i, -45, 18%
16) CCOC(=O)c1cc(C(=O)OCC)c2cccc(C)n2c1=O
→ 1.1, i, 17, ·, ·, 7%, 37, 645, -0.9, 1076, 3.1, 2.0, 5.2, i, -2, 4%
17) Cc1cc(C(=O)NCCC2=CCCCC2)c(C)o1
→ 1.1, i, 2, 0.84, 1321, 1%, -6, 796, -4.1, 1186, 3.0, 1.3, 6.5, i, -3, -9%
18) CCOC(=O)/C(=C/c1ccc(N2CCC(c3ccccc3)=N2)cc1)C(C)=O
→ 0.8, ·, ·, 0.01, 1148, 14%, 12, 718, -2.1, 550, 4.2, 0.9, 15, i, 8, 11%
19) Cc1cc(C(=O)OCC(=O)NCc2ccccc2Cl)c(C)o1
→ 1.2, i, 42, -0.38, 1220, -8%, 5, 696, -2.9, 1113, 2.5, 1.7, 3.7, i, 30, 8%
20) Cc1nc2c3cc(F)ccc3n(Cc3ccc(F)cc3)c2s1
→ 1.1, i, 32, 0.35, 1120, 26%, 5, 722, -1.5, 997, 1.7, 1.9, 1.5, i, 4, 53%*
21) COc1ccccc1Oc1nc2ccccn2c(=O)c1/C=C(\C#N)C(=O)Nc1c(C)n(C)n(-c2ccccc2)c1=O
→ ·, i, 10, 0.64, 1031, ·, -12, 726, -0.3, 1295, ·, ·, ·, ·, ·, ·
22) CCOc1ccc2nc(Nc3nc(CSc4nnnn4-c4ccccc4)cc(=O)[nH]3)nc(C)c2c1
→ 1.4, i, 28, -0.84, 836, 14%, -4, 758, -4.7, 1174, 3.1, 2.4, 13, i, 0, 5%
23) CC(=O)Cc1nsc(NC(=O)c2ccc(COc3ccccc3)o2)n1
→ 1.1, i, 8, -0.83, 958, 15%, 8, 702, -1.8, 1165, 2.8, 3.0, 6.7, i, -7, 6%
24) O=C(NCc1cccnc1)C1CC(=O)N(c2ccc(Cl)cc2)C1 (stereo not given)
→ 1, i, 7, 0.48, 1818, 9%, 14, 677, -0.6, 1045, 1.6, 0.3, 24, i, 12, 5%
25) CCCCCCCC(=O)NNC(=O)c1c(O)c2ccccc2[nH]c1=O
→ ·, i, 30, -0.07, 1054, ·, 4, 658, -1.3, 1339, ·, ·, ·, ·, ·, ·
26) O=C(Nc1ccc(S(=O)(=O)Nc2ccccc2)cc1)C1COc2ccccc2O1 (stereo not given)
→ 1, i, 56, -0.37, 753, 20%, -33, 767, -0.1, 934, 4.0, 1.6, 4.5, i, 7, 16%
27) CCN1C(=O)C(F)(CC)C(=O)c2ccccc21 (stereo not given)
→ 1.1, i, 59, -0.34, 1549, 2%, 16, 636, 2.0, 1073, 7.0, 1.9, 6.4, i, 12, 4%
28) Cc1c(Cl)cccc1NC(=O)Nc1ccccc1C(N)=O
→ 1.1, i, 58, 0.23, 1504, -4%, 11, 701, -0.3, 1430, 3.1, 2.0, 5.9, i, 1, -6%
29) CNc1nc(Oc2ccc(C(=O)OC)cc2)nc(SC)n1
→ 1.1, i, 29, 0.08, 1185, 4%, 1, 717, -2.8, 1242, 4.1, 2.2, 3.6, i, 4, 11%
30) OCCSc1nncn1/N=C/c1c[nH]c2ccccc12
→ 1.3, i, 54, 0.37, 1325, -2%, ·, ·, -3.0, 983, 2.4, 3.4, 18, i, 27, -2%
31) CC1=NN(c2ccccc2)C(=O)/C1=C\c1c(C)[nH]n(-c2ccccc2)c1=O
→ 0.8, i, 38, 0.64, 1648, 15%, ·, ·, -2.1, 1439, 3.3, 1.5, 7.0, i, -1, 6%
32) O=C(Nc1ccc(S(=O)(=O)Nc2ncccn2)cc1)c1cnc(Cl)c(Cl)c1
→ 1.1, i, 30, -0.65, 1295, -3%, 36, 733, 0.0, 1070, 3.6, 3.2, 7.5, i, -4, 5%
33) Cc1cc(C)c(C(=O)Nc2ccccc2)c(CC(C)(C)C(=O)O)c1
→ ·, i, 29, 0.65, 1488, ·, -3, 697, -5.3, 1111, ·, ·, ·, ·, ·, ·
34) COc1ccc(OC)c(CN2CCN(C(=O)c3cccs3)CC2)c1
→ 1.2, i, 17, -0.02, 1133, -1%, ·, ·, 12, 667, 4.5, 1.6, 6.9, i, 11, -7%
35) Oc1ccc(-c2nc3cnccn3c2Nc2ccc3c(c2)OCCO3)cc1
→ 1.1, i, 20, 2.4, 942, 12%, ·, ·, 14, 1037, 3.5, 2.4, 5.2, ·, ·, 11%
36) Cc1ccc(OCC(O)CN2CCN(Cc3ccc4c(c3)OCO4)CC2)c(C)c1 (stereo not given)
→ 1.1, i, 35, -2.6, 1076, -2%, ·, ·, -5.2, 1017, 1.8, 1.7, 8.8, i, 1, -9%
